ERa coact pot: enhances coactivator binding to human estrogen receptor alpha | TR-FRET ERalpha-LBD/SRC-Cy5 coactivator binding, 2 h; 100 = basal binding, no effect | coactivator binding (% of control), % at 25.6 µM | 1.3% of 86,000 active | AID 639; in the data active = activity above about 200%;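 note: binding measured in presence of low estradiol as agonist stimulus; 0% = peptide alone without receptor and 100% = receptor with peptide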
ERa coact inh: ER-alpha (human) coactivator binding inhibition. P03372. TR-FRET ER-alpha LBD / SRC-1 peptide, estradiol-bound. inhibition, % at 25.6 µM. 1.7% of 86,000 active; in the data active = inhibition above about 50%;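 note: 0% = receptor plus peptide control and 100% = peptide only without receptor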
CD11b adhes inh: blocks human CD11b/CD18 adhesion to fibrinogen; 0.54% of 93,000 active; AID 1497; K562 CD11b/CD18 adhesion to fibrinogen, ATPlite luminescence; Mn2+ added to activate the integrin; inhibition, % at 10 µM; P05107+P11215;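 active = primary inhibition of 50% or more at 10 µM, then 40% or more on retest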; note: some results filed as inactive read as strong as hits
CYP2C19 inhib: blocks human cytochrome P450 2C19 | CYP2C19 Supersomes, luciferin-H EGE luminescence, 30 min | inhibition, % at 5 µM | 21% of 96,000 active | AID 778;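 active = CYP2C19 inhibition above a set limit at 5 µM in the primary screen, cut at about 50% in these data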;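 note: plate controls were negative control wells for no effect and 2.5 mM tranylcypromine positive control for full effect; values of inactives mirror those of a sister screen read the other way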
Target sequence (P33261 whole entry, looked up): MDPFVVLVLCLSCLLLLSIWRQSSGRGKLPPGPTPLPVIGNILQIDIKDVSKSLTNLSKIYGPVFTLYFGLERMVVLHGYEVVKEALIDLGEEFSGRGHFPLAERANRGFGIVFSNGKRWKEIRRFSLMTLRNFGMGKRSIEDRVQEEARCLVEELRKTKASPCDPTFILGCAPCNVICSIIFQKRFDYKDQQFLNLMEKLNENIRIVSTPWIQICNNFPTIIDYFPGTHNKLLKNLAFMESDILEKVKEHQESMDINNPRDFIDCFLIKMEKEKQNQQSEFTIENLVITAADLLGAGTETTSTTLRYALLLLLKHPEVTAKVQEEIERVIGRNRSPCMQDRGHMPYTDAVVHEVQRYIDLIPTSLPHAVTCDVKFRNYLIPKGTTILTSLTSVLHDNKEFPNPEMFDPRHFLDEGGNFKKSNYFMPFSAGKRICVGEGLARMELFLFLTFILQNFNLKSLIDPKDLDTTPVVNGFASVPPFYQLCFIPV
H69AR growth 86K: blocks growth of human H69AR lung tumor cells; AID 598; 6% of 85,000 active; H69AR lung tumor viability, ATP luminescence, 72 h; stronger effect = lower value; viability, % at 10 µM;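 active = viability at or below 40%; inactive = viability above 40%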;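 note: multidrug resistant small cell line overexpressing MRP-1 efflux transporter; 100% = mean luminescence of untreated control wells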
Lung fibro prol: blocks proliferation of human lung fibroblasts | 1.1% of 85,000 active | viability, % at 10 µM | LL 47 human lung fibroblast viability, ATP luminescence; stronger effect = lower value;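 active = viability at or below 50% in the single dose screen; inactive = viability above 50%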;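 note: compound exposure lasted 72 h before the ATP readout; 100% = median luminescence of untreated cell-only wells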
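Benchmarks: Cell-only wells, no compound | Test system: LL 47 human lung fibroblasts, passage 12 or lower | Input: 1,150 cells/well | Measured by: CellTiter-Glo luminescence measuring cellular ATP | Medium: IMEM, 15% FBS supplement | Schedule: Overnight attachment after seeding, then 72 h compound exposure at 37 °C | Doses: Compound addition at 0.1% DMSO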
HUVEC prolif 384: blocks proliferation of human endothelial cells; HUVEC proliferation, CellTiter-Glo luminescence, 72 h; stronger effect = lower value; viability, % at 10 µM (by protocol); 1.1% of 86,000 active;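 active = viability at or below 30%; inactive = viability above 30%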;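 note: 100% = median luminescence of DMSO-only cell control wells on each plate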
CYP2C19 activ: increases human CYP2C19 enzyme activity | P33261 | recombinant CYP2C19, luciferin-H EGE luminescence; stronger effect = higher value; 0 = fully inhibited enzyme, 1 = untreated enzyme | activation factor at 5 µM | 96,000 tested, under 10 active | AID 1025;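 active = activation factor of at least 2 at 5 µM in the primary screen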;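 note: 0 = wells with 2.5 mM tranylcypromine and 1 = vehicle-only wells; values of inactives mirror those of a sister screen read the other way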
Mac1 fbg enh: increases human CD11b/CD18 adhesion to fibrinogen | K562 CD11b/CD18 adhesion to fibrinogen, ATPlite luminescence | 0.07% of 93,000 active | activation, % at 10 µM | AID 1499 | P05107+P11215;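 active = 10 µM primary screen giving 50% or more activity, confirmed by 40% or more on retest at that dose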; note: strong numbers were not always called active
The depositor's hits bear a star; x = not tested or not shown; [ ] = dose if it differs, or a comment.

Preview, four compounds:
SMILES	ERa coact pot	ERa coact inh	CD11b adhes inh	CYP2C19 inhib	H69AR growth 86K	Lung fibro prol	HUVEC prolif 384	CYP2C19 activ	Mac1 fbg enh
Cc1cccc(N2CCN(Cc3cc(=O)n4ccsc4n3)CC2)c1C	91	14	3	11	80	101	98	0.9	1
NC(=NC1CCCCC1)c1ccc([N+](=O)[O-])cc1	107	9[fluorescence artefact?]	-2	-5	79	106	105	1	-1
NC(=O)C1CCN(C(=O)c2ccc(NC3=NC4CS(=O)(=O)CC4S3)cc2)CC1 (stereo not drawn)	x	x	12	-6	x	x	x	1.1	0
O=c1c2c3c(sc2ncn1/N=C/c1ccc(Br)o1)CCCC3	107	2	10	-14	66	99	85	1.1	-3

Main list, from the first entry:
SMILES	ERa coact pot	ERa coact inh	CD11b adhes inh	CYP2C19 inhib	H69AR growth 86K	Lung fibro prol	HUVEC prolif 384	CYP2C19 activ	Mac1 fbg enh
Cc1cccc(N2CCN(Cc3cc(=O)n4ccsc4n3)CC2)c1C	91	14	3	11	80	101	98	0.9	1
NC(=NC1CCCCC1)c1ccc([N+](=O)[O-])cc1	107	9[fluorescence artefact?]	-2	-5	79	106	105	1	-1
NC(=O)C1CCN(C(=O)c2ccc(NC3=NC4CS(=O)(=O)CC4S3)cc2)CC1 (stereo not drawn)	x	x	12	-6	x	x	x	1.1	0
O=c1c2c3c(sc2ncn1/N=C/c1ccc(Br)o1)CCCC3	107	2	10	-14	66	99	85	1.1	-3
O=C1CCCN1CCCNCC(=O)N1c2ccccc2Sc2ccccc21	x	x	9	8	x	x	x	0.9	2
CCn1[nH]c(=O)c(=Nc2c(C)n(C)n(-c3ccccc3)c2=O)cc1-c1ccc(Cl)cc1	104	-37	4	4	90	100	77	1	-5
CCCOc1ccc(/C(O)=C2/C(=O)C(=O)N(CCCn3ccnc3)C2c2cccs2)cc1 (stereo not drawn)	110[fluorescence artefact?]	8[fluorescence artefact?]	-8	x	106	97	96	x	7
Cc1ccc(C(=O)CSC2=C(C#N)C(c3ccco3)C3=C(CCCC3=O)N2)cc1 (stereo not drawn)	104	3	14	88*	19*	60	50	0.1	-5
Cn1c(=O)n(C/C=C/c2ccccc2)c(=O)c2c1nc1n2CCCN1Cc1ccccc1	108	0	12	19	83	96	88	0.8	-1
O=C(CCc1nc(-c2ccccc2)no1)N1CCCC1	99	6[fluorescence artefact?]	-6	24	82	109	95	0.8	-2
Cc1[nH]c2c(Cl)cccc2c(=O)c1CN1CCCC1	x	x	13	2	x	x	x	1	-1
Nn1c(SCc2nc3ccccn3c2Br)nnc1-c1cccnc1	104	6	2	9	79	97	100	0.9	-3
COc1ccccc1N(C)S(=O)(=O)c1ccc(C(=O)NC2=NCCS2)cc1	111[fluorescence artefact?]	-4	x	x	81	105	107	x	x
COc1nc(-c2ccccc2)ccc1-c1noc(COc2ccccc2)n1	125[fluorescence artefact?]	-22	3	28	81	95	97	0.7	2
C=CCn1c(SCC(=O)/C(C#N)=C(\C)N)nc2sc(CC)cc2c1=O	62[fluorescence artefact?]	21	x	x	59	73	90	x	x
CC(=O)c1c(C)oc2ccc(O)c(CN3CCOCC3)c12	95[fluorescence artefact?]	5	-4	20	92	104	94	0.8	-5
O=C(CCn1nnc(-c2cccs2)n1)NCc1ccccc1Cl	121[fluorescence artefact?]	2	-10	28	104	105	101	0.7	3
CC(C)OCC(O)CS(=O)(=O)Cc1ccccc1 (stereo not drawn)	106	3	-8	29	102	95	92	0.7	-1
CCOC(=O)N1CCN(C(=O)CN(C2CCCCC2)S(C)(=O)=O)CC1	82	6	-23	-6	85	102	94	1.1	6
C=CCn1c(SCc2nc3ccccc3[nH]2)nnc1-c1ccc(OC)cc1	94[fluorescence artefact?]	27	5	81*	87	108	105	0.2	-2
O=C(CCl)c1ccc(Cc2ncc(C(F)(F)F)cc2Cl)s1	x	x	11	30	x	x	x	0.7	-1
COc1ccc(-c2nc(SCC(=O)Nc3cc(C)on3)n[nH]2)cc1	x	x	7	22	x	x	x	0.8	-4
CN(CC(=O)Nc1ccc(F)c(F)c1)S(=O)(=O)c1cccc2nsnc12	100	-2	x	39	84	93	100	0.6	x
O=C(c1cc2ccccc2oc1=O)N(Cc1ccccc1)CC1CCCO1 (stereo not drawn)	114	0	x	x	94	58	94	x	x
Cc1ccc(CNC(=O)CN2C(=O)C3(OCCCO3)c3ccccc32)cc1	119[fluorescence artefact?]	-4	5	62*	83	94	80	0.4	-2

2 of the compounds above, field by field:
COc1ccc(-c2nc(SCC(=O)Nc3cc(C)on3)n[nH]2)cc1
- ERa coact pot: x
- ERa coact inh: x
- CD11b adhes inh: 7
- CYP2C19 inhib: 22
- H69AR growth 86K: x
- Lung fibro prol: x
- HUVEC prolif 384: x
- CYP2C19 activ: 0.8
- Mac1 fbg enh: -4

Cc1ccc(C(=O)CSC2=C(C#N)C(c3ccco3)C3=C(CCCC3=O)N2)cc1 (stereo not drawn)
- ERa coact pot: 104
- ERa coact inh: 3
- CD11b adhes inh: 14
- CYP2C19 inhib: 88*
- H69AR growth 86K: 19*
- Lung fibro prol: 60
- HUVEC prolif 384: 50
- CYP2C19 activ: 0.1
- Mac1 fbg enh: -5

Next compounds follow.
SMILES	ERa coact pot	ERa coact inh	CD11b adhes inh	CYP2C19 inhib	H69AR growth 86K	Lung fibro prol	HUVEC prolif 384	CYP2C19 activ	Mac1 fbg enh
COc1cccc(NC(=O)CSc2nnc(-c3cccc(OC(C)C)c3)n2N)c1	112	2	2	42	92	98	81	0.6	-4
CCN(CC)CCCn1c(C)cc2c(c1=O)C(c1ccccc1)C(C#N)=C(N)O2 (stereo not drawn)	115	-6	x	x	89	98	99	x	x
CC(=O)c1c(C)[nH]c(C(=O)CSc2nc3ccccc3n2C)c1C	81	0	19	13	74	88	78	0.9	0
Nc1nc(CN2CCN(c3ccccc3)CC2)nc(N2CCCc3ccccc32)n1	112	-4	34	62*	x	99	80	0.4	-1
CCOC(=O)c1c(-c2ccc(C)o2)csc1NC(=O)CN(C)CC(=O)Nc1ccc(C)cc1	x	x	16	69*	x	x	x	0.3	1
Cn1c(=O)c2cn(-c3ccccc3)cc2n(C)c1=O	97	-4	x	15	81	100	81	0.8	x
CN1C(=O)SC(Nc2cccc3ccccc23)C1=O (stereo not drawn)	102	-19	x	x	46	102	78	x	x
COC(=O)Sc1nc(N2CCOCC2)c2c(c1C#N)CC(C)(C)OC2	90	9	43	62*	47	92	81	0.4	-1
CCOc1ccccc1N1CCN(C(=O)c2c(C)noc2C)CC1	126	-10	2	10	93	98	97	0.9	-2
CCCc1cc(C(=O)Nc2cc(Br)ccc2O)no1	107	-2	-4	-20	52	97	97	1.2	6
O=C1c2cccc3c(N4CCCCC4)ccc(c23)C(=O)N1c1ccccn1	x	x	8	49	x	x	x	0.5	2
C=CCNC(=O)c1ccc2c(c1)nnn2C	101	-5	-5	4	85	99	95	1	5
COc1ccccc1N1CSC2=C(C#N)C(c3ccc(SC)cc3)CC(=O)N2C1 (stereo not drawn)	45[fluorescence artefact?]	64*[fluorescence artefact?]	-6	34	95	101	98	0.7	74
Cc1ccc(S(=O)(=O)Nc2cc(C(=O)NCCN3CCCC3)ccc2N2CCCCC2)cc1	107	-2	x	18	78	90	28*	0.8	x
CCOC(=O)N1CCN(CC(O)COC(CC)c2ccccc2)CC1 (stereo not drawn)	109	-7	1	9	85	95	96	0.9	-4
CCOc1ccc(NC(=S)NC(=O)/C=C/c2ccc(OC)c(OC)c2)c([N+](=O)[O-])c1	x	x	11	12	x	x	x	0.9	6
COc1ccc(OC)c(S(=O)(=O)N2CCC(C(=O)Nc3ccc(C)c(C)c3)CC2)c1	119	-4	x	29	70	94	60	0.7	x
CC(C)N(c1ccccc1)c1ccc(NC(=O)C2CCCO2)cc1 (stereo not drawn)	107	-2	-3	38	116	98	111	0.6	-1
COc1cc(CC(NC(C)=O)C(=O)NC2CCN(c3nc(C)cc(C)c3C#N)CC2)cc(OC)c1 (stereo not drawn)	143	9	-12	-9	76	100	98	1.1	2
CCO/C=C1/C(=O)N(CC)c2ccccc21	102	4	4	29	98	100	92	0.7	-2
CC(=O)NCC(=O)OCC(=O)c1ccc(C)c(C)c1	103	8	0	20	98	100	96	0.8	-4
O=C(NCC1CCCO1)C1CCC(=O)N1Cc1ccccc1Cl (stereo not drawn)	x	x	2	-5	x	x	x	1.1	4
Cc1ccccc1-c1ccc(=O)n(CC(=O)Nc2ccc(N3CCOCC3)cc2)n1	74	7	-12	10	95	100	97	0.9	2
COC(=O)c1ccc(N)cc1O	92	-6	8	0	100	111	104	1	-5
CCCCCN(C(=O)NC(=O)Nn1cnnc1)S(C)(=O)=O	111	3	-2	-3	90	103	96	1	-4

Next compounds follow.
SMILES	ERa coact pot	ERa coact inh	CD11b adhes inh	CYP2C19 inhib	H69AR growth 86K	Lung fibro prol	HUVEC prolif 384	CYP2C19 activ	Mac1 fbg enh
N#Cc1c(=O)c2nc(NCc3ccccc3)ncc2n2ccccc12	x	x	9	-28	x	x	x	1.3	-6
CC(=O)Nc1nc(C)nc(C)c1C(C)=O	114[fluorescence artefact?]	-3	-20	1	92	95	95	1	-2
CCN(CCO)C(=O)C12CCC(C)(C(=O)C1)C2(C)C (stereo not drawn)	124	0	-10	-10	72	98	86	1.1	4
COc1ccccc1NC(=O)CC1COc2ccccc2O1 (stereo not drawn)	103[fluorescence artefact?]	-7	x	64*	90	96	100	0.4	x
Cn1ccnc1SCCC#N	106	-26	-7	-3	105	108	97	1	-9
CCC(=O)N1CCc2cc(S(=O)(=O)NC(C(=O)NCc3ccccc3)C(C)C)ccc21 (stereo not drawn)	117	0	5	-12	86	98	110	1.1	-4
CN(C)c1ccc(/C(=N\O)C(F)(F)F)cc1	100	12	18	36	91	102	113	0.6	-1
NCC(O)COCCC12CC3CC(CC(C3)C1)C2 (stereo not drawn)	106	14	4	88*	87	93	107	0.1	0
